PP1 inh: PP1-alpha phosphatase inhibitors, primary screen, counter-screen for PP5 inhibitor project, biochemical, fluorescence, OMFP substrate, single point. AID 2235, 2010. purified PP1alpha. inhibition, % at 6.7 µM. Serine/threonine-protein phosphatase PP1-alpha catalytic subunit (Homo sapiens), P62136. actives 0.9% (n = 320,000);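 active = inhibition above the mean inhibition of all tested compounds plus 3 SD, computed separately for each screening campaign, cut at about 15% in these data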
Target sequence (P62136 whole entry, looked up): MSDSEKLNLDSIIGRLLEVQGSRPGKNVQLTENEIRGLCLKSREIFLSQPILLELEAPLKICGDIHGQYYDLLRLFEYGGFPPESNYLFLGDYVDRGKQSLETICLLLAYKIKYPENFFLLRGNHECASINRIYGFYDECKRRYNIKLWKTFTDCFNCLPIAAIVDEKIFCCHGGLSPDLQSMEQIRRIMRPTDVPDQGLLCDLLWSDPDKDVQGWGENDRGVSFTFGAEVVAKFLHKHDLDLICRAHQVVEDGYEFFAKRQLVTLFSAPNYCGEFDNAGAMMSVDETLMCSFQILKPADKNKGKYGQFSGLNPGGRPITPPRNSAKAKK
Fh CTSL1 inh: Fasciola hepatica cathepsin L1 inhibitors, primary screen, counter-screen for PFM18AAP inhibitor project, biochemical, QFRET, fluorogenic peptide substrate; inhibition, % at 5.96 µM; actives 0.49% (n = 300,000); recombinant F. hepatica cathepsin L1, Z-Leu-Arg-MCA fluorescence;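 active = inhibition above the mean of all tested compounds plus 3 SD, set per screening campaign, cut at about 17% in these data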;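 note: 0% = plate median of test compound wells and 100% = 1 µM Z-Phe-Ala-diazomethylketone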
PREPL inh: PREPL enzyme inhibitors, primary screen, biochemical, fluorescence polarization; actives 0.68% (n = 320,000); inhibition, % at 5.96 µM; recombinant PREPL, fluorescence polarization activity-based probe; Prolyl endopeptidase-like (Homo sapiens), Q4J6C6; in the data active = inhibition above about 43%;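 note: 0% = enzyme with DMSO and 100% = wells lacking enzyme; many of its hits are not listed in these tables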
Target sequence (Q4J6C6 whole entry, looked up): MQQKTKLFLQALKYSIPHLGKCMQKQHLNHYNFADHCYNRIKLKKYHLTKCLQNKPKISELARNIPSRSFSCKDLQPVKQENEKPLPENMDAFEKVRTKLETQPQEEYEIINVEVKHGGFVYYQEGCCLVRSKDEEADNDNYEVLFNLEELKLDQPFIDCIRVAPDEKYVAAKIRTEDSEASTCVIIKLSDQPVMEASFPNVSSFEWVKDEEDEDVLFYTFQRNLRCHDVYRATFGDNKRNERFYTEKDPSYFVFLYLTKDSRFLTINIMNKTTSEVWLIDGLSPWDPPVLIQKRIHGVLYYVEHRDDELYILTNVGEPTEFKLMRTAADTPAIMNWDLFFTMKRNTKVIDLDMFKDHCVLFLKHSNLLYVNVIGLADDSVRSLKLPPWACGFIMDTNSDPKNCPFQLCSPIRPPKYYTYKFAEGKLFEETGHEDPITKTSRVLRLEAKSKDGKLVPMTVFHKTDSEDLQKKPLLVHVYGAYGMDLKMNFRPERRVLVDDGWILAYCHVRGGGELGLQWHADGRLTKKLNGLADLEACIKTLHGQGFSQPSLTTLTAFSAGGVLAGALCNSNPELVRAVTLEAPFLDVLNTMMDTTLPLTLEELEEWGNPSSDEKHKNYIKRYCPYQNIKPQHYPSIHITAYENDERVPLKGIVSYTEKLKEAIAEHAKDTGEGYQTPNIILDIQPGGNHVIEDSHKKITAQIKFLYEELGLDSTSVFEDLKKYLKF
TPT1 inhibitor: Candida albicans TPT1 enzyme inhibitors, primary screen, biochemical, fluorescence polarization | tRNA 2'-phosphotransferase TPT1 (Candida albicans SC5314) | recombinant caTPT1, FP RNA substrate dephosphorylation | inhibition, % at 5 µM | actives 0.81% (n = 300,000);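 active = inhibition above the mean of all tested compounds plus 3 SD, set per screening campaign, cut at about 24% in these data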;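 note: plate controls were DMSO alone for no effect and ferristatin control at 100 nM for full effect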
Efflux pump inh: inhibitors of Candida efflux pumps in yeast, primary screen, S. cerevisiae, Nile Red, multiplex; S. cerevisiae Candida pump triplex; inhibition, % at 10 µM; actives 0.44% (n = 330,000); AID 485275, 2010;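 active = plate passing quality check with inhibition over a set limit, or well fluorescence over plate mean plus 4 SD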;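 note: Nile Red retained in pooled yeast measured as flow cytometry median fluorescence; 0% = buffer negative control and 100% = Enniatin B positive control; higher means more Nile Red kept so more efflux inhibition; some compounds called inactive have numbers as strong as hits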
HCV core dimer: inhibitors of HCV core protein dimerization, primary screen, biochemical, TR-FRET, high-throughput. TR-FRET GST/Flag-core106 dimerization, 1536-well. inhibition, % at 5 µM. actives 0.33% (n = 300,000). AID 1899, 2009;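 active = inhibition above the mean of all tested compounds plus 3 SD, set per screening campaign, cut at about 45% in these data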
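Material: Tagged HCV core106 pair (GST and Flag) | Amount: GST-core106 13.5 nM, Flag-core106 17 nM | Medium: KF-containing HEPES buffer, pH 7.45, DTT, CHAPS, BSA | Reagent: Eu donor and XL665 acceptor anti-tag antibodies | Schedule: 4 h at 22.5 °C | Technique: Time-resolved FRET, ex 340 nm, em 617 and 671 nm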
EBNA-1 inhibitor: EBNA-1 DNA-binding inhibitors, primary screen, biochemical, fluorescence polarization. AID 1950, 2009. actives 0.34% (n = 300,000). inhibition, % at 14.8 µM; in the data active = inhibition above about 28%
ZTA counter: blocks Epstein-Barr virus ZTA, an EBNA-1 counter-screen. ZTA-DNA binding, fluorescence polarization. inhibition, % at 11 µM. actives 0.15% (n = 320,000). AID 2234; in the data active = inhibition above about 33%
PP5 inh: PP5 phosphatase inhibitors, primary screen, biochemical, fluorescence; actives 0.18% (n = 320,000); Serine/threonine-protein phosphatase 5 (Homo sapiens), P53041; inhibition, % at 6.7 µM; purified PP5c, OMFP substrate fluorescence;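 active = inhibition above the campaign's mean inhibition across all tested compounds plus 3 SD, cut at about 9.5% in these data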;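 note: 0% = DMSO only and 100% = 100 µM cantharidin control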
Starred values were filed as active, the others as inactive; . = no result given.

Results follow in this order: ZTA counter, PP5 inh, EBNA-1 inhibitor, PREPL inh, Efflux pump inh, Fh CTSL1 inh, PP1 inh, HCV core dimer, TPT1 inhibitor
(1) COC(=O)C1=C2SC(C)C(=O)N2C(N)=C(C#N)C1c1ccc(OC)c(OC)c1 (stereo not given)
  4, 4.0, -1, 8, 0.2, -3, 1, 1, 5
(2) C/C(=N\NC(=S)NCCc1ccccc1)c1ccc(C)cc1
  -8, -1.0, 16, -7, -0.2, 1, -1, -1, -3
(3) CC(NC(=O)COC(=O)[C@@H]1CCCN1S(=O)(=O)c1ccccc1F)C12CC3CC(CC(C3)C1)C2 (stereo not given in full)
  -14, 4.6, -9, -7, 0.1, -3, -2, 4, 1
(4) CCC(CC)c1nnc(NC(=O)C2CCN(C(=O)c3ccco3)CC2)s1
  12, 2.0, 2, -3, -0.1, 0, 3, 8, 0
(5) Cc1ccc2oc(=O)c3cnn(CC(=O)N4CCN(c5ccccn5)CC4)c3c2c1
  7, -1.9, 13, -6, 0.0, 1, -7, -4, -1
(6) COc1ccc(/C=C/C(=O)c2nc3ccccc3n2CC(=O)c2ccc(OC)cc2)cc1
  12, 3.3, -3, -23, 0.4, -5, 9, 14, 12
(7) COc1cccc(CNC(=O)CCN2C(=S)NC(C)(C)CC2C)c1 (stereo not given)
  -4, 1.1, -14, 11, 0.3, -5, -5, -11, -1
(8) O=S(=O)(Nc1ccc2c(c1)OCCO2)c1ccc(Br)s1
  -12, 1.4, -2, 3, 0.1, -5, -7, -3, 1
(9) COc1ccccc1N1CCN(CC(=O)N(CC(C)C)c2c(N)n(CC(C)C)c(=O)[nH]c2=O)CC1
  -13, 1.0, 13, 17, -0.1, 5, -2, -5, -4
(10) CCC(=O)c1c(CC)c2n3c1CC[C@H]3CCC2
  13, -0.7, -4, -6, 0.3, -6, -5, -8, -1
(11) COC(=O)c1c(NC(=S)Nc2ccc(C(=O)N3CCOCC3)cc2)sc2c1CCC2
  -6, -1.5, 1, 7, 0.0, 3, -3, 9, -1
(12) CCOc1ccc(NC(=O)c2cccc3c2C(=O)N(CCOC)C3)cc1
  -8, -1.4, -8, 13, -0.1, 3, -2, 0, -3
(13) CCn1c(SCC(=O)c2ccccc2)nnc1-c1cnccn1
  -7, -3.5, -17, 11, 0.4, -2, 4, 0, -2
(14) COc1cc(S(N)(=O)=O)c(OC)cc1N
  -14, 3.9, 9, 13, 1.3, 0, -2, -17, -3
(15) CC(=O)N1CC=C2C(C#N)=C(N)C(C#N)(C#N)C(C)C2C1 (stereo not given)
  -5, -2.4, 2, 1, -0.2, 6, 2, -1, -7
(16) C=C(C)CSC1=C(C#N)C(c2ccccc2)CC(=O)N1 (stereo not given)
  -1, 0.6, -1, -8, 2.4, 1, 3, 5, 0
(17) COc1ccccc1NC(=O)CN1CCN(c2ccccc2F)CC1
  7, 2.8, 3, 35, 0.1, 2, 1, 3, -3
(18) Cc1cccc(C)c1OCC(=O)Nn1c(=O)[nH]c2ccccc2c1=O
  -13, 4.1, -6, -14, 0.2, -20, 1, -1, 0
(19) Cc1cccc(SCC(=O)Nc2ccccc2[N+](=O)[O-])c1
  -9, 0.1, 1, 14, -0.1, 6, -5, 2, 4
(20) CNS(=O)(=O)c1cc(-c2nnc(Nc3ccc(NC(C)=O)cc3)c3ccccc23)ccc1C
  -1, 1.0, 8, 23, 0.4, 5, -6, 0, 3
(21) COc1ccc(C2c3c(oc4ccccc4c3=O)C(=O)N2c2ccccn2)cc1 (stereo not given)
  -16, 3.5, -10, 3, -0.1, -1, 1, 2, -3
(22) Cc1cccc(OCc2nc(-c3ccc(Br)o3)no2)c1
  6, -2.4, 7, -10, -0.1, 1, -3, 5, -1
(23) CCOc1cc(S(=O)(=O)N(CC)CC)c(OCC)cc1-n1cnnn1
  3, 5.0, -8, 5, 0.3, -3, -4, -6, 0
(24) O=C(CN1C(=O)c2ccccc2S1(=O)=O)N1CCCCC1
  -2, 2.4, 1, -1, -0.2, -3, -3, 11, -1
(25) Cc1ccccc1NC(=S)NCc1cccs1
  -11, 1.4, 3, 2, 0.0, -2, 0, -5, -3
(26) Cc1ccc(C(=O)Nc2ccccc2C(=O)NC(CC(=O)O)C(=O)O)cc1 (stereo not given)
  10, -0.2, 4, 2, 0.0, 2, -5, -2, -1
(27) C/C=C/C(=O)Nc1ccc(N2CCN(c3ccc(C(F)(F)F)cn3)CC2)nc1
  0, 3.1, -2, 10, -0.1, 0, -3, -4, 0
(28) CC(=O)Nc1ccc(/C=N/NS(=O)(=O)c2cc(C)ccc2C)cc1
  3, 0.2, 7, -2, 0.3, -2, -1, -3, -1
(29) O=C(OCc1nnc(-c2ccccc2)o1)C1CCN(S(=O)(=O)c2cccs2)CC1
  -3, 3.9, 2, 2, 0.3, -4, 1, 7, -5
(30) O=C(NC1CCCC1)c1ccc(Cl)c(S(=O)(=O)N2CCOCC2)c1
  -11, 1.7, 1, 4, -0.1, 3, -1, 9, -1
(31) CN(Cc1ccccc1)S(=O)(=O)c1nnc(NC(=O)c2ccc(F)cc2)s1
  8, -1.0, -11, 8, -0.1, -3, -3, 20, 4
(32) Cc1c(OCC(=O)NC(Cc2ccc(Cl)cc2)C(=O)O)ccc2c1oc(=O)c1ccccc12 (stereo not given)
  9, 0.7, 4, -4, 0.2, 2, -1, 1, -2
(33) Cc1cccn2c(=O)c3cc(C(=O)NCC4CCCO4)c(=N)n(Cc4ccc(F)cc4)c3nc12 (stereo not given)
  8, -1.0, 1, -5, 0.3, 5, -1, 7, 10
(34) CC(NC(=O)C1CCC1)c1ccccc1 (stereo not given)
  -4, 3.6, -5, 2, 0.2, -2, -3, 2, 7
(35) O=C(NC1=NCCS1)NC12CC3CC(CC(C3)C1)C2
  -4, 0.3, 14, 1, -0.1, 1, -4, -2, -3
(36) CCOC(=O)C(Cc1ccc(OC)c([N+](=O)[O-])c1)NC(=O)CCC(=O)Nc1ccc(C)cc1 (stereo not given)
  14, 5.1, -8, -1, 0.1, -2, 0, 4, 1
(37) O=C(O)c1ccccc1C(=O)Nc1ccccc1NC(=O)c1ccccc1C(=O)O
  7, 1.4, -2, -8, 0.0, -3, 1, 0, -8
(38) C[N+]12CCC(CC1)C(OC(=O)C(O)(c1ccccc1)c1ccccc1)C2 (stereo not given)
  -8, 0.2, 6, 4, 0.0, -6, 0, 14, -6
(39) Cc1ccc(S(=O)(=O)NC(CC(C)C)C(=O)N2CCN(C/C=C/c3ccccc3)CC2)cc1 (stereo not given)
  -10, 7.2, ., 12, 0.1, ., 12, ., .
(40) CCOC(=O)c1c(C)[nH]c(C)c1C(=O)Cn1nnc(-c2ccccc2C)n1
  1, 3.9, -1, -2, 0.0, 4, 1, -7, -1

7 entries from above, screen by screen:
(34) CC(NC(=O)C1CCC1)c1ccccc1 (stereo not given)
(31) CN(Cc1ccccc1)S(=O)(=O)c1nnc(NC(=O)c2ccc(F)cc2)s1
(35) O=C(NC1=NCCS1)NC12CC3CC(CC(C3)C1)C2
(38) C[N+]12CCC(CC1)C(OC(=O)C(O)(c1ccccc1)c1ccccc1)C2 (stereo not given)
(40) CCOC(=O)c1c(C)[nH]c(C)c1C(=O)Cn1nnc(-c2ccccc2C)n1
(36) CCOC(=O)C(Cc1ccc(OC)c([N+](=O)[O-])c1)NC(=O)CCC(=O)Nc1ccc(C)cc1 (stereo not given)
(37) O=C(O)c1ccccc1C(=O)Nc1ccccc1NC(=O)c1ccccc1C(=O)O

screen / no.	34	31	35	38	40	36	37
ZTA counter	-4	8	-4	-8	1	14	7
PP5 inh	3.6	-1.0	0.3	0.2	3.9	5.1	1.4
EBNA-1 inhibitor	-5	-11	14	6	-1	-8	-2
PREPL inh	2	8	1	4	-2	-1	-8
Efflux pump inh	0.2	-0.1	-0.1	0.0	0.0	0.1	0.0
Fh CTSL1 inh	-2	-3	1	-6	4	-2	-3
PP1 inh	-3	-3	-4	0	1	0	1
HCV core dimer	2	20	-2	14	-7	4	0
TPT1 inhibitor	7	4	-3	-6	-1	1	-8

Other results.
Results follow in this order: ZTA counter, PP5 inh, EBNA-1 inhibitor, PREPL inh, Efflux pump inh, Fh CTSL1 inh, PP1 inh, HCV core dimer, TPT1 inhibitor
(41) CN(CCC#N)C(=O)COC(=O)c1ccc(CNS(=O)(=O)c2ccc(F)c(Cl)c2)cc1
  -14, 1.1, -1, 10, 2.1, -9, 3, -8, -4
(42) COc1ccc2c(c1)[nH]c1c(=O)n(CC3CCCO3)cnc12 (stereo not given)
  -18, 4.9, -5, 14, -0.1, -2, -1, -9, -3
(43) CN(CC(=O)NC(=O)NCc1ccccc1)CC(=O)Nc1ccc(Cl)c(Cl)c1
  -8, 7.8, ., 6, -0.3, ., 5, ., .
(44) CC(=O)N/C(=C\c1ccccc1)C(=O)Nc1ccccc1C
  14, 1.1, 0, -3, 0.0, 0, 1, 0, 0
(45) Clc1ccc(C2Nc3cccc4cccc(c34)N2)cc1
  -2, 0.1, 8, 41, -0.1, 4, 8, 18, -6
(46) Cc1cc(C)c(C)c(S(=O)(=O)N2CCN(c3ccc(O)cc3)CC2)c1C
  -2, 3.5, -9, 12, 0.2, -3, 4, 0, 0
(47) NC(=O)c1sc2nc(-c3ccco3)ccc2c1N
  11, 1.8, 4, 18, -0.1, 4, -2, -17, 12
(48) CCS(=O)(=O)c1nc(S(=O)(=O)c2ccc(Cl)cc2)c(NCCOC)s1
  10, -1.6, 0, -3, -0.1, -2, -8, 1, 3
(49) Nc1cccc(Oc2ccc3c(c2)C(=O)N(CC2CCCO2)C3=O)c1 (stereo not given)
  -10, 1.6, 13, 25, 0.0, -4, -1, -6, -3
(50) Nc1c(Cl)ncnc1N/N=C/c1cccc(O)c1
  -4, 1.4, -4, 25, -0.1, 3, -1, -7, 0
(51) Cc1cc2ncn(CCC(=O)NC(C)(C)C)c2cc1C
  10, 1.8, 5, -5, 0.0, -4, -1, 0, -7
(52) CCOc1ncccc1C(=O)Nc1cc(S(=O)(=O)N2CCCCC2)ccc1Cl
  9, 0.5, ., -1, -0.1, ., -7, ., .
(53) CSC1=NCCN1S(=O)(=O)c1ccc(C)cc1
  -14, 2.7, -1, 3, -0.1, -6, -3, -17, -2
(54) COc1cnn(-c2ccccc2)c(=O)c1OC
  8, 2.7, 6, 1, 0.1, 1, -1, -1, 1
(55) COC(=O)CN1C(=O)Nc2ccc(Cl)cc2C1c1ccccc1 (stereo not given)
  -8, 2.2, 0, 6, -0.1, 1, 0, -11, -4
(56) CCc1nnc(NC(=O)CSc2nc(-c3ccccc3)nc3ccccc23)s1
  12, 1.1, -1, -4, 0.1, -1, -5, 1, -2
(57) OCCCNC(=S)Nc1ccc(Nc2ccccc2)cc1
  4, 3.7, -14, 13, 0.1, -1, 3, -13, 1
(58) CCO[C@H]1OC(C(=O)NCc2nc3ccccc3[nH]2)=C[C@@H](C2CC2)[C@@H]1CCCO
  4, -2.7, -7, -1, -0.1, 2, -4, 6, -3
(59) COC(=O)c1[nH]c2cccc(C)c2c1NC(=O)CN1CCN(C(=O)c2ccco2)CC1
  -4, 2.3, 4, 8, -0.1, -1, -1, -4, 0

Bioassay records deposited in PubChem by several laboratories.

A portion of the library; rates above refer to the full screens.
